# GSK3A inh: blocks human GSK-3 alpha kinase; AID 2650; 0.1% of 320,000 active; ADP-Glo luminescence, 60 min; P49840; inhibition, % at 10 µM;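 in the data active means inhibition above about 50%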;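 further: GST-tagged GSK-3 alpha with peptide substrate and 25 µM ATP; 0% = DMSO neutral wells and 100% = GW8510 positive control wells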
# Target sequence (P49840 whole entry, looked up): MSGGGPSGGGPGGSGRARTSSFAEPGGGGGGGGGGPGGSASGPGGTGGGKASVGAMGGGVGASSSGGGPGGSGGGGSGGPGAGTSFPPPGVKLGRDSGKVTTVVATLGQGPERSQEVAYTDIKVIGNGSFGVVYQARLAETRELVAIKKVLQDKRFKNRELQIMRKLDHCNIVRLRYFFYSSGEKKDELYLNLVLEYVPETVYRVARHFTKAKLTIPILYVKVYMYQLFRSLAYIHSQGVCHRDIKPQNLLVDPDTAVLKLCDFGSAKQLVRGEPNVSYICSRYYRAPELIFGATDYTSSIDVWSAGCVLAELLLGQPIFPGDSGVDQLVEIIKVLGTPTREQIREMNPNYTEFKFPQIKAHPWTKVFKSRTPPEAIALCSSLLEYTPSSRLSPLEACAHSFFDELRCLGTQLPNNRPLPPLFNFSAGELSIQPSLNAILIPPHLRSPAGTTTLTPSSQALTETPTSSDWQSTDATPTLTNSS
# KCNK3 inh: human KCNK3 channel inhibition, primary screen | CHO-KCNK3 thallium flux, FluxOR fluorescence; hits give low values | B-score at 10 µM | 0.84% of 340,000 active | AID 602410;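 active means B-score under library mean minus 4 SD, starting fluorescence ratio at most library mean plus 5 SD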;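 further: more negative B-score means stronger inhibition of thallium flux through KCNK3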
# DYRK1A inh: inhibitors of rat Dyrk1A kinase | Q63470 | ADP-Glo luminescence, NFATc1 peptide | inhibition, % at 12.5 µM | 0.43% of 310,000 active | AID 504441; in the data active means inhibition above about 50%;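 further: plate controls were vehicle with enzyme for no effect and no enzyme for full effect; many of its hits are not listed in these tables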
# HDAC3 inhib: blocks human histone deacetylase 3; O15379; inhibition, % at 8.3 µM; recombinant HDAC3, fluorogenic peptide/trypsin coupled, fluorescence; 0.15% of 320,000 active; AID 2718; in the data active means inhibition above about 26%, passing the limit was not always enough; inconclusive means no clear call, values can overlap the other calls
# Target sequence (O15379 whole entry, looked up): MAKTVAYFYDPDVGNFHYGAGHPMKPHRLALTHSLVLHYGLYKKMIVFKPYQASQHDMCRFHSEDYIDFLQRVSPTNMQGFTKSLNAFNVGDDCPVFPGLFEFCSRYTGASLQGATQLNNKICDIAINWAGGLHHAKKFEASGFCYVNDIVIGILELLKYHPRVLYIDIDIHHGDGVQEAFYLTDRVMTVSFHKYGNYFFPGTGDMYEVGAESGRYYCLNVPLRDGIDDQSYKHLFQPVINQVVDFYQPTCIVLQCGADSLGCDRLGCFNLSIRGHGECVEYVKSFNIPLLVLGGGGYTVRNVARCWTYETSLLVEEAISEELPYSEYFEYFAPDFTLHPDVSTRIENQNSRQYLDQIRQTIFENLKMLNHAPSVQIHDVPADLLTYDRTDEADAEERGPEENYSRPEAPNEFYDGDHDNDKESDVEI
# Starred values were filed as active, the others as inactive; i = inactive; ? = inconclusive. Only part of the results is shown; count on the stated rates, not on these rows.
# Start of the data: the first four compounds (preview)
SMILES,GSK3A inh,KCNK3 inh,DYRK1A inh,HDAC3 inhib
COc1ccccc1NS(=O)(=O)c1ccc(C)c(C(=O)NCC2(N(C)C)CCCCC2)c1,-0.4,i,1.1,-2.8
CCN(CC)S(=O)(=O)c1ccc(NC(=O)c2ccc(OCC3CCCO3)cc2)cc1 (configuration not stated),-0.6,i,-3.7,7.8
O=C(CN1c2cccc3cccc(c23)S1(=O)=O)NCCc1ccc(F)cc1,-1.8,i,-4.3,1.0
Cc1cccc(NC(=O)CNC(=O)Cc2ccc(S(=O)(=O)N3CCOCC3)s2)c1C,5.3,i,-4.3,1.1

# Main list, repeating the preview:
SMILES,GSK3A inh,KCNK3 inh,DYRK1A inh,HDAC3 inhib
COc1ccccc1NS(=O)(=O)c1ccc(C)c(C(=O)NCC2(N(C)C)CCCCC2)c1,-0.4,i,1.1,-2.8
CCN(CC)S(=O)(=O)c1ccc(NC(=O)c2ccc(OCC3CCCO3)cc2)cc1 (configuration not stated),-0.6,i,-3.7,7.8
O=C(CN1c2cccc3cccc(c23)S1(=O)=O)NCCc1ccc(F)cc1,-1.8,i,-4.3,1.0
Cc1cccc(NC(=O)CNC(=O)Cc2ccc(S(=O)(=O)N3CCOCC3)s2)c1C,5.3,i,-4.3,1.1
CC1CCCN(S(=O)(=O)c2ccc(S(=O)(=O)NC(C)c3cccs3)cc2)C1 (configuration not stated),3.4,i,-0.9,-3.8
CC(C)(C)OC(=O)N[C@@H](C(=O)OC(C)(C)C)c1ccccc1,1.1,i,5.0,5.1
CCN(CC(=O)NCc1cccs1)CC(=O)Nc1c(Cl)ccc(C)c1Cl,-1.2,i,-3.0,-2.7
CCN(CC1COc2ccccc2O1)C(=O)CN1C(=O)NC(C)(c2ccccc2)C1=O (configuration not stated),-4.2,i,2.9,-0.1
NC(=O)c1oc2ccccc2c1NC(=O)c1ccco1,2.0,i,21.1,6.2
O=C(CSc1nnc(-c2ccncc2)o1)Nc1cccc(Cl)c1,1.8,i,-4.3,0.1
COc1ccc(NC(=O)CSc2nc3ccccc3c3nc4ccccc4n23)cc1,0.1,i,-4.2,-6.1
O=C(Cc1cccc(NC(=O)C2CCN(C(=O)C3CC3)CC2)c1)Nc1cccc(C(=O)N2CCCC2)c1,0.0,i,3.3,-0.7
O=C(c1ccc(=O)[nH]n1)N1CCN(S(=O)(=O)c2ccccc2F)CC1,-1.7,i,-3.2,-6.7
CNc1nnc(SCC(=O)c2cc(C)n(C3CC3)c2C)s1,3.1,i,-5.1,0.4
O=C(CCC(=O)c1cccs1)NNC(=O)c1ccc(Cl)cc1,-6.9,i,-2.5,4.7
C[C@@]12CCC3[C@@](CCC4[C@@]3(C)CCC[C@@]4(C)C(=O)N3CCOCC3)(CC1=O)C2 (some centres not stated),5.7,i,0.3,2.4
COc1cc(NC(=O)CCCn2c(=O)oc3ccccc32)cc(OC)c1,0.3,i,-5.7,3.1
Cc1c(Cl)cccc1N1C(=O)CC(NNC(=O)c2ccc3c(c2)OCO3)C1=O (configuration not stated),-2.9,i,-1.0,7.6
CC(=O)c1ccc(S(=O)(=O)NCC2(N3CCOCC3)CCCCC2)cc1,0.4,i,0.5,0.0
CCCN(CC(=O)Nc1ccc(F)c(F)c1F)C(=O)c1ccc2c(c1)NC(=O)CS2,1.2,i,-3.0,-8.9
CC(=O)c1ccccc1NC(=O)COC(=O)c1cc[n+]([O-])cc1,1.3,i,-5.0,-4.3
C#CCCC(=O)c1ccccc1/C=[N+](\[O-])c1ccccc1,-2.0,i,-1.0,-15.6
Cc1ccc(NS(=O)(=O)c2c(F)cc(F)c(Cl)c2F)cc1S(=O)(=O)N1CCOCC1,-3.2,i,-1.4,1.6
CC(=O)N1CCN(C(=O)COC(=O)c2oc3ccccc3c2C)CC1,4.0,i,3.0,-8.1
O=C(Nc1cc(-c2ccccc2)nn1-c1c(Cl)cccc1Cl)c1ccc(F)cc1,-0.1,i,2.5,4.4
CCN(CC)S(=O)(=O)c1ccc(C(C)NC(=O)C2CCCN2C(=O)c2cccs2)cc1 (configuration not stated),-3.8,i,-1.2,2.8
COc1ccc(S(=O)(=O)N(C)C[C@H]2Oc3ccc(NC(=O)NC(C)C)cc3C(=O)N([C@H](C)CO)C[C@@H]2C)cc1,-1.6,i,13.7,-0.5
CN(C(=O)CSc1nnnn1-c1ccc(Cl)cc1)C1CCS(=O)(=O)C1 (configuration not stated),0.4,i,-3.8,-3.4
CCOC(=O)c1c(NC(=O)COC(=O)c2ccc(NC(=O)CC#N)cc2)sc(C(=O)NC)c1C,-3.7,i,3.3,-2.8
COc1ccc([C@H]2CC(=O)C=C(c3cc(Cl)cc(Cl)c3)C2)cc1,-2.4,i,3.7,-2.0

# Looked up by structure from above:
SMILES,GSK3A inh,KCNK3 inh,DYRK1A inh,HDAC3 inhib
COc1ccccc1NS(=O)(=O)c1ccc(C)c(C(=O)NCC2(N(C)C)CCCCC2)c1,-0.4,i,1.1,-2.8
CC(=O)c1ccc(S(=O)(=O)NCC2(N3CCOCC3)CCCCC2)cc1,0.4,i,0.5,0.0
CC(C)(C)OC(=O)N[C@@H](C(=O)OC(C)(C)C)c1ccccc1,1.1,i,5.0,5.1
COc1cc(NC(=O)CCCn2c(=O)oc3ccccc32)cc(OC)c1,0.3,i,-5.7,3.1

# Following part.
SMILES,GSK3A inh,KCNK3 inh,DYRK1A inh,HDAC3 inhib
C[C@H](CO)N1C[C@H](C)[C@@H](CN(C)C(=O)Nc2ccc3c(c2)OCO3)Oc2ccc(NC(=O)Nc3ccc(C(F)(F)F)cc3)cc2C1=O,1.1,i,-7.6,?
O=C(Nc1cccnc1)c1cccc(S(=O)(=O)Nc2cccc(Cl)c2)c1,2.9,i,7.9,1.7
Cc1c(C(=O)NCC2CCCO2)oc2ccccc12 (configuration not stated),4.9,i,-3.5,6.2
CC(=O)N1c2ccccc2[C@@H](C)[C@@H]1C,-0.7,i,2.2,-1.5
COc1ccccc1N(C)S(=O)(=O)c1ccc(C(=O)Nc2ccc(C(N)=O)cc2)cc1,4.7,i,-3.2,1.0
CCOC(=O)c1nncc(-c2ccccc2)n1,-0.8,i,3.4,4.4
O=C(COC(=O)c1cc(Cl)ccc1O)Nc1cc(C(F)(F)F)ccc1N1CCOCC1,-1.2,i,-1.9,-2.9
COc1cccc(-c2nnc(NC(=O)c3ccc(S(=O)(=O)N(CC(C)C)CC(C)C)cc3)o2)c1,-2.2,i,-6.0,-1.8
O=C(CCNS(=O)(=O)c1cccc(C(F)(F)F)c1)NC1CC1,-1.7,i,4.0,1.1
CCN(C(=O)CSc1ncccn1)c1cccc2ccccc12,1.8,i,2.2,2.3
Cc1cc(F)ccc1S(=O)(=O)Nc1ccc(C(=O)N2CCCCC2)cc1,-4.1,i,0.9,0.4
C[C@H]1COC(=O)[C@H](Cc2ccc(F)cc2)C/C=C\C[C@@H](CC(=O)N(CCO)Cc2ccccc2)C(=O)N1,-1.9,i,1.8,-4.1
CC(=O)c1ccc(OC(C)C(=O)Nc2cccc(S(=O)(=O)NCc3ccco3)c2)cc1 (configuration not stated),-3.8,i,-5.4,0.2
Cc1ccc(C)c(OCCC(=O)OCC(=O)NNC(=O)c2ccccc2)c1,-0.3,i,-2.0,8.1
COc1ccc(C(=O)Nc2ccc(NC(C)=O)cc2)cc1S(=O)(=O)N1CCCCC1C (configuration not stated),0.0,i,2.1,-5.1
O=C(N/N=C/c1ccc(N2CCCCC2)o1)c1ccccc1,-0.3,i,-3.3,10.6
CN(CC(=O)Nc1ccc(F)c(F)c1F)C(=O)c1ccc(N2CCCC2=O)cc1,-2.5,i,-8.2,4.8
CCOC(=O)c1[nH]cnc1C(=O)N[C@@H](C)c1ccccc1,3.3,i,3.4,0.2
C=CC[C@H](CC(=O)NCCO)C(=O)N[C@@H](C)COC(=O)[C@H](CC=C)CC(=O)OC(C)(C)C,-0.8,i,2.3,0.0
COc1ccc(COC(=O)C2CC(=O)N(Cc3ccccc3)C2)cc1 (configuration not stated),-2.1,i,5.9,-3.4
COc1cccc2sc3cc(NCc4ccc(C)o4)ccc3c(=O)c12,-3.7,i,6.2,-5.1
COc1ccc(NC(=O)CN(C)C(=O)CSc2ccc(Br)cc2)cc1,-1.5,i,-3.8,10.5
CCC(C)(C)C1CCC2(CC1)NC(=O)N(CC(=O)N1CCN(C(=O)c3ccco3)CC1)C2=O (configuration not stated),1.7,i,5.8,-4.7
COC(=O)c1ccccc1S(=O)(=O)N1CCC(C(=O)NC2CCCCC2C)CC1 (configuration not stated),-2.6,i,8.1,6.5
CSCCC(NC(=O)c1ccccc1)C(=O)N1CCCCCCC1 (configuration not stated),-1.6,i,-4.6,-3.5
CC(C)C[C@H](NC(=O)OC(C)(C)C)C(=O)N1CCC(C(=O)N[C@@H](Cc2ccccc2)C(=O)O)CC1,-8.0,i,13.2,0.0
CCOc1ccc(S(=O)(=O)N(CC)CC(=O)NC2CCS(=O)(=O)C2)cc1 (configuration not stated),-2.8,i,-1.1,-1.3
Cc1ccc(S(=O)(=O)N2CCOCC2)cc1NC(=O)COC(=O)Cc1ccc(Cl)cc1,-4.4,i,1.3,-3.4
COc1ccc([C@H]2CC(=O)C=C(c3cccc(OCc4ccccc4)c3)C2)cc1,-0.3,i,8.9,-0.3
O=C(CSc1nnnn1C1CC1)Nc1cccc(S(=O)(=O)N2CCCC2)c1,-0.9,i,-5.7,-2.7
COc1ccc(C2=Nn3c(nnc3-c3ccccc3F)SC2)cc1OCC1CC1,3.3,i,12.2,-3.4
COc1ccc(-c2cc(=O)[nH]c3ccccc23)cc1,-2.3,i,14.0,-11.2
O=C(NC(=S)Nc1ccccc1Br)C1CCCCC1,4.2,i,1.8,5.5
Cc1ccc(C)c(OCCC(=O)N2CCN(S(=O)(=O)c3ccc([N+](=O)[O-])cc3)CC2)c1,-0.8,i,4.3,1.8
COc1ccc(OC)c(-c2csc(NC(=O)CSCC(=O)Nc3cc(C)on3)n2)c1,1.8,i,2.2,-2.6
CC(=O)c1ccccc1NC(=O)COC(=O)c1c(C)nn(-c2ccccc2)c1C,0.1,i,-0.4,-13.6
CC1(C)OC(C)(C)/C(=C\c2ccc(OCC(N)=O)cc2)C1=O,-2.0,i,2.9,14.1
C[C@H]1CN([C@@H](C)CO)C(=O)c2cccc(NC(=O)c3cnccn3)c2O[C@@H]1CN(C)S(=O)(=O)c1ccc(F)cc1,55.4*,i,9.6,-3.3
Cc1c(C(=O)Nc2nc(-c3ccccn3)cs2)oc2ccccc12,-4.3,i,-1.1,18.4
COc1ccc(CN2C(=O)c3ccccc3C2=O)cc1C(=O)N(C)CC(=O)Nc1c(C)cccc1C,1.7,i,2.6,1.5
Cc1ccccc1NC(=O)c1ccc(OCc2c(C)noc2C)cc1,-2.6,i,-2.6,4.8
Cn1ccc(NS(=O)(=O)c2cc(Br)ccc2Br)n1,1.9,i,-4.5,-1.1
CC1(C)O[C@@H]2[C@H](O1)[C@@H](COS(=O)(=O)O)O[C@H]2n1cnc2c(=O)[nH]cnc21,-2.2,i,-11.9,1.7
COc1ccc(CN2C(=O)C(C)Nc3ncnc(N4CCN(c5ccccc5)CC4)c32)cc1 (configuration not stated),0.1,i,8.1,1.1
C[C@H](CO)N1C[C@H](C)[C@@H](CN(C)S(=O)(=O)c2cn(C)cn2)Oc2c(NC(=O)Nc3ccc(C(F)(F)F)cc3)cccc2C1=O,-2.7,i,2.5,2.0

# Rewritten with bars between the fields: three of the compounds above
structure | GSK3A inh | KCNK3 inh | DYRK1A inh | HDAC3 inhib
Cc1c(C(=O)Nc2nc(-c3ccccn3)cs2)oc2ccccc12 | -4.3 | i | -1.1 | 18.4
COc1ccc(CN2C(=O)c3ccccc3C2=O)cc1C(=O)N(C)CC(=O)Nc1c(C)cccc1C | 1.7 | i | 2.6 | 1.5
Cc1ccccc1NC(=O)c1ccc(OCc2c(C)noc2C)cc1 | -2.6 | i | -2.6 | 4.8

# Other entries
SMILES,GSK3A inh,KCNK3 inh,DYRK1A inh,HDAC3 inhib
Cc1noc(C)c1NC(=O)N(C)C[C@H]1Oc2ccc(NC(=O)Nc3ccc4c(c3)OCO4)cc2C(=O)N([C@H](C)CO)C[C@@H]1C,-2.1,i,-5.0,3.6
COCCN(C(=O)c1cc(-c2ccco2)nc2ccccc12)c1c(N)n(Cc2ccccc2)c(=O)[nH]c1=O,-1.8,i,4.0,-0.2
CCCCCCSc1ccc([C@@H]2[C@H]3C(=O)N(C)C(=O)[C@H]3[C@]3(C(=O)OC)CCCCN23)cc1OC,-0.3,i,1.7,5.5
O=C(Nc1ccc(N2CCOCC2)c(Cl)c1)c1cccc(F)c1,9.8,i,6.9,0.4
